Compound activity deposited in PubChem BioAssay by National Center for Advancing Translational Sciences (NCATS).
RGS4 inh: Inhibitors of Regulator of G Protein Signaling (RGS) 4: qHTS | Potency, µM (highest dose often 114 µM), inactives show top-dose activity change, negative = inhibition, usual class: inhibitors | actives 0.039% (n = 390,000) | Transcreener GDP fluorescence polarization, RGS4-accelerated GTP hydrolysis; note: potency is the fitted concentration of half-maximal effect; % is set by controls: 0 for no effect and ±100 for the full control effect; nearly all actives have a fitted effect of over 75% in size; some results filed as inactive show a strong effect at the top dose
Target sequence (P49798 whole entry, looked up): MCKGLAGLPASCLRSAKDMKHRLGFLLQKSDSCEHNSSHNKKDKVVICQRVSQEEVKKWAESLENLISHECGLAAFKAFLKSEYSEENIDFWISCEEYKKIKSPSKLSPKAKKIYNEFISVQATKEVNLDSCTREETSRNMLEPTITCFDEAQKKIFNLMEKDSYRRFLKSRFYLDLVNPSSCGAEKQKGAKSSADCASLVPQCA
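MLSMR compounds (23 nl, pin-transferred) preincubated 10 min at room temperature with a 500nM (2x) first reagent, then RGS4 at 900nM (2x) plus Transcreener GDP mix added; fluorescence polarization (620/688 nm) read before and after 90 min at 30 °C.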
USP1 inh: Inhibitors of USP1/UAF1: Primary Screen; recombinant USP1/UAF1, Ub-Rhodamine cleavage fluorescence; Potency, µM (highest dose often 57.1 µM), without a hit: at the highest dose activity change, negative = inhibition, usual class: inhibitors; Ubiquitin carboxyl-terminal hydrolase 1 (Homo sapiens), O94782; actives 0.23% (n = 390,000); AID 743255, 2014; note: potency is the fitted concentration of half-maximal effect; % is set by controls: 0 for no effect and ±100 for the full control effect; nearly all actives have a fitted effect of over 60% in size; inactives centre near -12
Target sequence (O94782 whole entry, looked up): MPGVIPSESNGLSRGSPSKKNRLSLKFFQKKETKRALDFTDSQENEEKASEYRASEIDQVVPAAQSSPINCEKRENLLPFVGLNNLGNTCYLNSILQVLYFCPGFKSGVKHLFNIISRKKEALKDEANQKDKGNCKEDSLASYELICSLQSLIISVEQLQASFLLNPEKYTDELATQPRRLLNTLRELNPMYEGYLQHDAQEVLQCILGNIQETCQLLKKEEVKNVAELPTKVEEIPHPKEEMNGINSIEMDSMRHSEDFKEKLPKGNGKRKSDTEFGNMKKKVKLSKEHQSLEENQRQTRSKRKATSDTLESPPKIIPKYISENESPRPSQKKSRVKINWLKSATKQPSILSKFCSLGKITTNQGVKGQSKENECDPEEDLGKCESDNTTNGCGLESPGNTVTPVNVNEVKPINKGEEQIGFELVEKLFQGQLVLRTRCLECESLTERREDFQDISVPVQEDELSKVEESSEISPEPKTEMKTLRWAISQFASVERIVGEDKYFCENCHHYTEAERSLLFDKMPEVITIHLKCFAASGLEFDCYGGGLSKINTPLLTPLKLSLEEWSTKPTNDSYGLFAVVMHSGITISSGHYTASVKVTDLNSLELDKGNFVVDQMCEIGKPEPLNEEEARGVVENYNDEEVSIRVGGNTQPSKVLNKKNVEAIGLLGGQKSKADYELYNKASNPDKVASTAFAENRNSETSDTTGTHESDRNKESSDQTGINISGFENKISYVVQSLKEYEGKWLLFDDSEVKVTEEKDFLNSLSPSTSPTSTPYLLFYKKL
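High-throughput fluorogenic screen: 1nM USP1/UAF1 complex, Ub-Rho substrate 150nM final, 50mM HEPES pH 7.8 with 0.5mM EDTA, 0.1 mg/ml BSA, 1mM TCEP and 0.01% Tween-20.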
Glioma ERSR ind: qHTS for Inducers of the Endoplasmic Reticulum Stress Response (ERSR) in Human Glioma: qHTS | U87-MG GRP78 promoter luciferase reporter, 16 h | Potency, µM, for inactives: at the highest dose activation, hits mostly activators | actives 0.02% (n = 420,000); note: potency is the fitted concentration of half-maximal effect; series mostly up to about 76 µM; % of control where 0% means no effect; nearly all actives have a fitted effect of over 35% in size
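Stably transfected U87-MG human glioma cells carrying a GRP78-based luminescent sensor were seeded at 1000 cells/well, pin-dosed with compounds and incubated 16 h. Luciferase reagent was then added, and end-point luminescence was read after 10 min at room temperature.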
Vif-A3G inh: qHTS for Inhibitors of Vif-A3G Interactions: qHTS; AID 602310, 2012; actives 0.076% (n = 410,000); Potency, µM (titrated, usually from 46.1 µM), inactives show top-dose activity, negative = active, most hits filed as inhibitors; HeLa A3G-eYFP + Vif (tagged APOBEC3G with the HIV-1 protein that degrades it), YFP fluorescence, overnight; DNA dC->dU-editing enzyme APOBEC-3G (Homo sapiens), Q9HC16;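 note: potency is the fitted concentration of half-maximal effect; % is set by controls: 0 for no effect and ±100 for the full control effect; nearly all actives have a fitted effect of over 60% in size; hits raise eYFP signal because A3G escapes Vif-driven loss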
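Read-out is eYFP fluorescence (Ex 488/Em 500-530) from Vif-expressing HeLa A3G-eYFP cells; more signal means A3G escaped Vif-mediated degradation. Cells plated overnight, compound pinned in, incubated overnight at 37 deg C.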
TrxR1 inh: qHTS Assay for Inhibitors of Mammalian Selenoprotein Thioredoxin Reductase 1 (TrxR1): qHTS. Thioredoxin reductase 1, cytoplasmic (Rattus norvegicus), O89049. recombinant rTrxR1, NADPH fluorescence consumption, selenite substrate. Potency, µM (series often up to 114 µM), for the others: top-dose activity change, negative = inhibition, most hits filed as inhibitors. actives 1% (n = 390,000). AID 588453, 2011; note: potency is the fitted concentration of half-maximal effect; % is set by controls: 0 for no effect and ±100 for the full control effect; nearly all actives have a fitted effect of over 65% in size
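Rat TrxR1 (90 nM in the dispensed reagent) was pre-reduced with 400 uM NADPH for 5 min at room temperature, then incubated with compound for 15 min. After 400 uM selenite was added, NADPH fluorescence (Ex 340/Em 450 nm) was followed for 8 min.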
TrxR1 substrate: qHTS Assay for Substrates of Mammalian Selenoprotein Thioredoxin Reductase 1 (TrxR1): qHTS | actives 0.01% (n = 390,000) | purified TrxR1 substrate turnover, NADPH consumption readout | Potency, µM (titrated, usually from 114 µM), without a hit: at the top dose activity change, negative = substrate turnover | Thioredoxin reductase 1, cytoplasmic (Rattus norvegicus), O89049; note: potency is the fitted concentration of half-maximal effect; % is set by controls: 0 for no effect and ±100 for the full control effect; nearly all actives have a fitted effect of over 50% in size
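Rat TrxR1, dispensed at 90 nM, was prereduced with 400 uM NADPH (final) for 5 min at ~22 deg C, then incubated with compound 15 min before 400 uM selenite. A first-read NADPH fluorescence drop versus no-compound background flagged substrates.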
IDH1 R132H inh: qHTS for Inhibitors of mutant isocitrate dehydrogenase 1 (IDH1): qHTS; Isocitrate dehydrogenase [NADP] cytoplasmic (Homo sapiens), O75874; IDH1-R132H enzyme, NADPH consumption, diaphorase/resazurin fluorescence; Potency, µM (top dose mostly 76.6 µM), for the others: top-dose activity change, negative = inhibition, actives largely listed as inhibitors; actives 0.093% (n = 390,000); AID 602179, 2012; note: potency is the fitted concentration of half-maximal effect; % is set by controls: 0 for no effect and ±100 for the full control effect; nearly all actives have a fitted effect of over 65% in size
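IDH1-R132H (0.5 ug/mL) preincubated 30 min with compound, then NADPH (0.016 mM) and alpha-KG (2 mM) added; 80 min at RT, pH 7.5. Remaining NADPH coupled via diaphorase/resazurin to fluorescence (540/590 nm); concentration-response curves normalized to no-enzyme control.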
Vif-APOBEC3F blk: qHTS for Inhibitors of Vif-A3F Interactions: qHTS | AID 602313, 2012 | actives 0.2% (n = 390,000) | Potency, µM (titrated, usually from 46.1 µM), without a hit: top-dose activity, negative = active | HeLa A3F-eYFP + Vif (tagged APOBEC3F with the HIV-1 protein that degrades it), YFP fluorescence increase; note: potency is the fitted concentration of half-maximal effect; % of control where 0% means no effect; nearly all actives have a fitted effect of over 65% in size
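HeLa cells stably expressing Vif plus C-terminally eYFP-tagged A3F were seeded, incubated overnight at 37 deg C, dosed with compound, incubated overnight again at 37 deg C. Yellow fluorescence (Ex 488/Em 500-530) reported blocked Vif-mediated A3F-eYFP degradation.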
LDHA inh: qHTS assay for inhibitors of human lactate dehydrogenase; L-lactate dehydrogenase A chain (Homo sapiens), P00338; purified LDHA, NADH/diaphorase-resazurin fluorescence; stronger effect = lower value; activity change, % (values are at about 110 or 230 µM); actives 0.15% (n = 480,000); in the data active = activity change below about -30%; inconclusive = mostly about -25% to -30%;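 note: plate controls were DMSO wells for no effect and wells without enzyme for full effect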
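LDH5 2 nM; NADH 0.06 mM, pyruvate 0.2 mM; 200 mM Tris pH 7.4, EDTA, Tween-20; 5 min RT. Detection: diaphorase 0.133 mg/mL + resazurin 37 µM, fluorescence ex540/em590 at 0 and 20 min; normalized to enzyme-free and DMSO wells.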
Active calls of the source: *; ? = inconclusive; & = joins results of further samples; [ ] = another dose, or the depositor's remark. Unless noted, calls come from the whole dose curve; as a rule, active = well fitted curve in the direction sought with a large enough effect; inconclusive = small, poorly fitted or top-dose-only effect, or another doubt; inactive = no such curve, though single readings can be large; an effect the other way counts as inactive or inconclusive.

Compound	Vif-APOBEC3F blk	TrxR1 substrate	RGS4 inh	USP1 inh	LDHA inh	TrxR1 inh	Glioma ERSR ind	Vif-A3G inh	IDH1 R132H inh
O=C(NCCNC(=O)c1ccc(Br)o1)c1cccnc1	3.4%	-0.3%	23.4%	-16.7%	-7.9	-3.0%	-0.2%	5.9%	11.5%
CCN(CC)c1ccc(C(=S)NCc2ccccc2)cc1	-20.4%	-0.9%	-47.0%	-12.9%	-2.8	21.8%	-3.2%	1.5%	12.2%
CN1CCN(NC(=O)c2cc(-c3ccc(Cl)s3)nc3ccccc23)CC1	-22.5%	81.2%[activator]	7.9%	1.2%	-18.1	-14.2%	-3.0%	0.9%	?
Cc1c(C(=O)Nc2ccc(F)cc2)oc2ccc(S(=O)(=O)N3CC(C)CC(C)C3)cc12 (stereo not given)	-1.9%	32.2%[activator]	3.8%	1.7%	1.0	-4.5%	-2.9%	2.1%	-0.1%
Cc1cc(Cl)c(S(=O)(=O)NC2CCCC2)cc1OCC(N)=O	-27.7%	-4.8%	23.8%	-9.3%	-14.0	-7.0%	-0.8%	-0.3%	3.9%
CCc1ccc(C2CC(=O)c3c([nH]c(C(=O)OC4CCCC4)c3C)C2)cc1 (stereo not given)	1.2%	-11.8%	14.6%	?	-3.8	-1.8%	-1.3%	0.0%	3.1%
CCCn1c(N2CCN(C(=O)N3CCCCC3)CC2)nc2ccccc21	-0.6%	4.3%[57.1 µM]	19.0%	-2.9%	-5.4	-2.3%[57.1 µM]	-2.2%	2.5%	13.7%
COc1cccc(CN2CCN(C(=O)Nc3ccc([N+](=O)[O-])cc3)CC2)c1	-9.3%	-3.0%	20.3%	-4.9%	-7.7	16.9%	-2.3%	-6.0%	8.6%
Cc1ccc(NC(=O)CSc2nnc(C3COc4ccccc4O3)o2)c(Cl)c1 (stereo not given)	-15.0%	-1.2%	2.8%	-20.6%	-6.4	18.0%	-2.5%	-1.3%	-7.4%
O=C(NC1CCCCC1)N1CCN(c2ccccc2)CC1	-7.1%	16.8%[57.1 µM]	9.4%	-20.5%	-6.4	20.1%[57.1 µM]	-2.7%	0.8%	0.2%
CCOC(=O)c1cccc(NC(c2nnc(-c3ccccc3)o2)c2ccccc2F)c1 (stereo not given)	2.3%	-0.9%[57.1 µM]	27.1%	1.5%	0.2	11.8%[57.1 µM]	-2.5%	-0.7%	5.4%
COc1ccc(NC(=O)C2CCCN2C(=O)Oc2ccccc2)cc1 (stereo not given)	8.4%	4.2%[57.1 µM]	14.1%	-23.7%	-8.9	11.0%[57.1 µM]	-1.6%	2.1%	-3.6%
CS(=O)(=O)NCc1nnc(SCc2c(F)cccc2Cl)o1	-17.4%	-8.9%[57.1 µM]	-33.7%	-10.7%	-4.1	35.0%[activator][57.1 µM]	1.2%	0.4%	6.9%
NS(=O)(=O)c1ccc(CCNS(=O)(=O)c2ccc(Cl)s2)cc1	-2.9%	0.0%	11.4%	-10.0%	-2.5	4.6%	-3.4%	-0.9%	-8.8%
Cn1c(=O)oc2cc(S(=O)(=O)Nc3cccc(C(=O)O)c3)ccc21	-20.5%	11.2%	-9.6%	-18.3%	-2.6&-5.2	20.5%	-6.3%	-0.5%	1.4%
CNC(=S)NNC(=O)Cc1ccc(OC)c(OC)c1	5.2%	7.7%	-32.6%	-1.6%	-8.8	4.5%	-4.5%	-0.8%	-3.5%
CCc1ccc(NC(=O)C(C)OC(=O)CN2C(=O)NC3(CCCC3)C2=O)cc1 (stereo not given)	9.8%	2.7%	-5.1%	-0.5%	-6.0	8.1%	4.9%	-6.0%	-3.8%
O=C(CN1CCCCC1)N/N=C/c1cccc(C(F)(F)F)c1	5.4%	2.5%[57.1 µM]	6.5%	1.8%	-9.1	-3.3%[57.1 µM]	-4.9%	-2.1%	2.7%
COc1ccc(NC(=S)Nc2cc(-c3ccccc3)[nH]n2)cc1Cl	-0.3%	-0.6%	-35.7%	-13.3%	-14.6	-11.6%	0.6%	-1.1%	7.6%
CC(=O)NS(=O)(=O)c1ccc(NC(=O)C2C3C=CC(C3)C2C(=O)O)cc1 (stereo not given)	-7.9%	-7.1%	-5.5%	-14.1%	3.8	-27.5%	-1.5%	-6.1%	7.4%
COc1ccccc1CNc1nc(-c2cc(C)n(C)c2C)cs1	-9.8%	6.7%	-31.2%	-8.0%	7.7&7.7	-8.4%[57.1 µM]	-6.9%	0.9%	-5.0%
CC(C)Nc1nc(Cl)nc(Nc2ccccc2)n1	?	3.2%	-0.8%	-7.9%	-2.7	6.5%	6.2%	0.2%	-1.1%
CC(C)CNC(=O)CCSc1nc(-c2ccc3c(c2)OCO3)cc(C(F)(F)F)n1	-3.8%	8.1%	6.7%	-17.2%	-1.4	7.8%	3.1%	-1.5%	4.0%
O=C(COc1ccccc1)Nc1cccc(-c2nc3cc4ccccc4cc3[nH]2)c1	1.3%	107.4%[activator]	-7.4%	-17.5%	0.2	27.5%	6.7%	2.4%	9.1%
CCCNC(=O)C(=O)Nc1ccc(N(C)C)cc1	1.0%	-9.3%	-38.1%	0.1%	11.3	16.2%[57.1 µM]	-0.9%	0.6%	-3.9%
Cc1ccc(NC(=O)c2ccc(N(Cc3ccccc3)S(C)(=O)=O)cc2)cc1	4.0%	-10.4%	7.7%	?	-0.8	-16.0%	-2.2%	-9.9%	-0.8%
COc1ccc2c(c1)C(c1cccs1)=NNC(c1ccncc1)=N2	1.5%	-6.7%	-19.1%	-8.8%	-0.9	9.2%	-5.2%	1.6%	-7.5%
CCOc1cccc(-c2csc(C3COc4ccccc4O3)n2)c1 (stereo not given)	-6.5%	-0.1%	-4.2%	-9.8%	-0.5	13.5%	4.8%	-1.0%	5.0%
COc1cc(NC(=O)[C@H]2CCCN2S(=O)(=O)c2cccc3cccnc23)cc(OC)c1OC	7.2%	-1.6%	22.5%	-17.4%	-7.5	2.2%	-3.0%	2.8%	-6.1%
CCCC(=O)N/C(N)=N/c1nc(C)c2ccccc2n1	-0.1%	11.4%[57.1 µM]	12.2%	-9.0%	-0.5&-9.7	11.5%[11.4 µM]	0.7%	-13.0%	1.6%
Cc1ccc(CNC(=O)Cn2c(=O)n(-c3ccccc3)c(=O)c3c2c2cc(C)ccc2n3C)cc1	-13.6%	38.1%[activator]	0.7%	-25.1%	-8.0	23.6%	-1.0%	-2.6%	3.9%
CCCCSCCCNC(=O)c1cn(CC)c2ccc(S(=O)(=O)N(C)C3CCCCC3)cc2c1=O	8.3%	-3.9%	7.9%	-17.0%	0.9	28.0%	-2.2%	1.7%	9.8%
O=C1C(Cc2ccc(F)cc2)SC(=Nc2ccccc2)N1c1ccccc1 (stereo not given)	3.3%	-9.3%	-13.9%	-25.4%	0.9	-8.2%	-5.6%	-2.1%	4.6%
Clc1ccc(C2CSc3c4ncnc-4ncn32)cc1 (stereo not given)	23.6%	-2.9%	16.2%	-12.3%	-10.2	5.3%	-3.1%	-6.2%	0.0%
COc1cc(C(=O)OCC(=O)c2cc(C)n(C)c2C)cc(NC(=O)c2ccco2)c1OC	0.3%	32.6%[activator]	12.5%	-18.1%	0.0	14.4%	1.3%	0.0%	-9.2%
CCOCCn1c(CN2CCOCC2)nc2c1c(=O)[nH]c(=O)n2C	-1.0%	7.6%[57.1 µM]	-0.2%	1.7%	1.3	11.1%[57.1 µM]	2.2%	-0.4%	-3.8%
COc1ccc(OC)c(CN2CCC(C(=O)N3CCN(c4ccccc4F)CC3)CC2)c1	1.4%	-9.6%	-2.4%	0.1%	-10.4	-12.4%	-0.8%	-0.8%	-1.0%
Cc1cccc(Cc2c(C)nc3nc(SCc4ccccc4F)nn3c2C)c1	2.6%	4.7%[57.1 µM]	10.2%	?	0.2	17.3%[57.1 µM]	1.4%	0.5%	13.9%
CC(C)(C)C1=C(C#N)C(c2ccncc2)C(C#N)=C(N)O1 (stereo not given)	0.4%	1.3%	0.5%	1.1%	4.7	-25.7%	-2.9%	-2.5%	0.8%

These rows are one share of the data; the hit share may differ from the screen's.
